# TPT1 inhibitor = inhibitors of Candida albicans tRNA 2'-phosphotransferase TPT1; actives 0.81% (n = 300,000); inhibition, % at 5 µM; recombinant caTPT1, FP RNA substrate dephosphorylation;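 active = inhibition above the mean of all tested compounds plus 3 SD, set per screening campaign, cut at about 24% in these data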;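 also: plate controls were DMSO alone for no effect and ferristatin control at 100 nM for full effect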
# procasp3 activ = activates human procaspase-3 | P42574 | recombinant procaspase-3 D3A, Ac-DEVD-pNA absorbance 405 nm | activation, % at 8.5 µM | actives 0.11% (n = 330,000) | AID 463141;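 active = activation above the mean of all tested compounds plus 3 SD, cut at about 21% in these data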;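 also: 0% = DMSO alone and 100% = DMSO wells spiked with extra 5 µM PC-3 D3A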
# Target sequence (P42574 whole entry D9A/D28A/D175A): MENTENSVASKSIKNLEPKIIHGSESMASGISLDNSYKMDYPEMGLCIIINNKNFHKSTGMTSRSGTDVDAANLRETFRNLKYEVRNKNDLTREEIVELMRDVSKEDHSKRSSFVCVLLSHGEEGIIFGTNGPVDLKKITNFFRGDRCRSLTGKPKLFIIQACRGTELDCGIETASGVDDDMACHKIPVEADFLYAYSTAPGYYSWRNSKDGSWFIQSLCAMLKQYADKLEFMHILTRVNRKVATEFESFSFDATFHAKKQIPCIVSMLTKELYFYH
#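 Assay system: Procaspase-3 D3A mutant, all three cleavage aspartates alanine. Buffer or medium: Zinc-free HEPES saline buffer with Triton X-100. Times: 1 h compound preincubation, 2 h substrate hydrolysis at 25 °C. Measured by: 405 nm absorbance of p-nitroaniline, reads at 0 and 120 min. Read-out basis: percent activation relative to control range. Replicates: singlicate.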
# GASC-1 inh = blocks human GASC-1 demethylase activity | Q9H3R0 | GST-JMJD2C(1-420) H3K9me3 demethylation, DELFIA europium | inhibition, % at 2.35 µM | actives 0.069% (n = 330,000) | AID 2099;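 active = more than half of a compound's replicate wells show inhibition beyond 50%, single wells judged on their own value; inconclusive = some, but no more than half, of replicates pass 50% inhibition; inactive = no replicate passes 50% inhibition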;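 also: signal counts dimethyl H3K9 product captured on neutravidin plate; 0% = median of DMSO wells and 100% = 0.3 times that DMSO median; strong numbers were not always called active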
# Target sequence (Q9H3R0 1-420 limits assumed): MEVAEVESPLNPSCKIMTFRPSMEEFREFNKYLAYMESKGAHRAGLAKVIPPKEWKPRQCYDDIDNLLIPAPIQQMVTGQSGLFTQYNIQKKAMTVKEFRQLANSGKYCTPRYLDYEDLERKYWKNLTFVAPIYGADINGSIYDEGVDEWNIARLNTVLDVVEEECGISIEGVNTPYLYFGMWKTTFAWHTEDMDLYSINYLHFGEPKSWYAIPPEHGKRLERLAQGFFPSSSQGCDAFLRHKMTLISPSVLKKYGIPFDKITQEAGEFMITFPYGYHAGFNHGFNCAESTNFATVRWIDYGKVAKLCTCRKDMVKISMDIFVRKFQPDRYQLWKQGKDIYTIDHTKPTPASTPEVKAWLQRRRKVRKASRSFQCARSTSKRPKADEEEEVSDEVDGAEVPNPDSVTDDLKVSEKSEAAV
# PP5 inh = PP5 (human) phosphatase inhibition | P53041 | purified PP5c, OMFP substrate fluorescence | inhibition, % at 6.7 µM | actives 0.18% (n = 320,000);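 active = inhibition above the campaign's mean inhibition across all tested compounds plus 3 SD, cut at about 9.5% in these data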;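 also: 0% = DMSO only and 100% = 100 µM cantharidin control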
# CTSL1 counter = cathepsin L1 inhibition, PFM18AAP counter-screen; recombinant F. hepatica cathepsin L1, Z-Leu-Arg-MCA fluorescence; inhibition, % at 5.96 µM; actives 0.49% (n = 300,000);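 active = inhibition above the mean of all tested compounds plus 3 SD, set per screening campaign, cut at about 17% in these data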;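 also: 0% = plate median of test compound wells and 100% = 1 µM Z-Phe-Ala-diazomethylketone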
# PP1 counter = PP1-alpha (human) inhibition in PP5 counter-screen; actives 0.9% (n = 320,000); inhibition, % at 6.7 µM; P62136; purified PP1alpha, OMFP fluorescence;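 active = inhibition above the mean inhibition of all tested compounds plus 3 SD, computed separately for each screening campaign, cut at about 15% in these data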
# procasp7 counter = activates human procaspase-7, counter-screen for procaspase-3 activators | recombinant procaspase-7, Ac-DEVD-pNA absorbance 405 nm; D23A/D198A/D206A triple mutant, cannot self-cleave; scale: DMSO 0, 5 µM enzyme 100 | activation, % at 8.5 µM | actives 0.093% (n = 330,000);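 active = percent activation above the screen-wide mean plus 3 SD, cut at about 25% in these data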
# Target sequence (P55210 whole entry D23A/D198A/D206A): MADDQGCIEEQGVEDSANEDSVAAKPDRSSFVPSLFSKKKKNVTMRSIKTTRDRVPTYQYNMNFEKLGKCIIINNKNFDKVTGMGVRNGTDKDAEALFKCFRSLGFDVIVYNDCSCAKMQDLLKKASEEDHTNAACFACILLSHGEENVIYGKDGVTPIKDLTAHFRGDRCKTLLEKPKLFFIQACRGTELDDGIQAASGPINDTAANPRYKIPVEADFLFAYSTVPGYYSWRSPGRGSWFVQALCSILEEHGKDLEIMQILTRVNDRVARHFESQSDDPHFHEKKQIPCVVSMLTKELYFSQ
#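 System: Uncleavable procaspase-7 mutant enzyme; Amount: 2 µM procaspase-7 mutant as dispensed; Schedule: 1 h compound preincubation, 2 h substrate cleavage, 25 °C; Measured by: 405 nm absorbance of p-nitroaniline; Evaluation: percent activation from buffer-corrected 0–120 min absorbance change; Control set: low DMSO alone, high DMSO plus 5 µM PC-7.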
# HCV core dimer = blocks dimerization of HCV core protein; inhibition, % at 5 µM; TR-FRET GST/Flag-core106 dimerization, 1536-well; actives 0.33% (n = 300,000);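 active = inhibition above the mean of all tested compounds plus 3 SD, set per screening campaign, cut at about 45% in these data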
#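 Material: Tagged HCV core106 pair (GST and Flag) | Amount: GST-core106 13.5 nM, Flag-core106 17 nM | Medium: KF-containing HEPES buffer, pH 7.45, DTT, CHAPS, BSA | Reagent: Eu donor and XL665 acceptor anti-tag antibodies | Schedule: 4 h at 22.5 °C | Technique: Time-resolved FRET, ex 340 nm, em 617 and 671 nm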
# Efflux pump inh = inhibitors of Candida antifungal efflux pumps expressed in yeast; S. cerevisiae Candida pump triplex, Nile Red efflux; actives 0.44% (n = 330,000); inhibition, % at 10 µM;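 active = plate passing quality check with inhibition over a set limit, or well fluorescence over plate mean plus 4 SD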;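 also: Nile Red retained in pooled yeast measured as flow cytometry median fluorescence; 0% = buffer negative control and 100% = Enniatin B positive control; higher means more Nile Red kept so more efflux inhibition; some compounds called inactive have numbers as strong as hits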
# An asterisk follows results filed as active; i = inactive; u = inconclusive; x = not tested or not shown; & = joins results of further samples.
# The opening four compounds as a preview:
1) CC(C)CCNC(=O)C1CC(c2ccccc2C(F)(F)F)=NO1 (stereo unspecified)
2) CCOC(=O)C(CCCOc1ccccc1)C(=O)OCC
3) COC(=O)c1ccc(C2C(C#N)=C(C)NC3=C2C(=O)CC(C)(C)C3)cc1 (stereo unspecified)
4) Clc1ccc(Nc2ccc(Cl)nn2)cc1

Compound,1,2,3,4
TPT1 inhibitor,0,0,-4,-1
procasp3 activ,8,1,3,-3
GASC-1 inh,3&16,-265,4,-11
PP5 inh,0.5,-2.4,0.1,-0.9
CTSL1 counter,3,1,-1,-2
PP1 counter,-2,2,2,-7
procasp7 counter,-11,-3,2,0
HCV core dimer,-17,-2,-2,1
Efflux pump inh,-0.1,-0.1,-0.2,0.0

# All compounds of this part (from the top)
1) CC(C)CCNC(=O)C1CC(c2ccccc2C(F)(F)F)=NO1 (stereo unspecified)
2) CCOC(=O)C(CCCOc1ccccc1)C(=O)OCC
3) COC(=O)c1ccc(C2C(C#N)=C(C)NC3=C2C(=O)CC(C)(C)C3)cc1 (stereo unspecified)
4) Clc1ccc(Nc2ccc(Cl)nn2)cc1
5) CCCC1(C(=O)OC)NC(c2cccc(F)c2)C2C(=O)N(CC)C(=O)C21 (stereo unspecified)
6) Cc1cc(C(=O)CSc2nc(N)cc(=O)[nH]2)c(C)n1-c1cccc(F)c1
7) CCOc1cc(-c2noc(CCC(=O)NCCc3ccccc3)n2)ccc1OC
8) CC(=O)c1cn(C2OC(CO)C3OC(C)(C)OC32)c(=O)n(C)c1=O (stereo unspecified)

Compound,1,2,3,4,5,6,7,8
TPT1 inhibitor,0,0,-4,-1,1,-2,0,-3
procasp3 activ,8,1,3,-3,8,-1,6,-5
GASC-1 inh,3&16,-265,4,-11,6,3,3,4
PP5 inh,0.5,-2.4,0.1,-0.9,1.1,3.3,1.3,-1.5
CTSL1 counter,3,1,-1,-2,0,2,0,-1
PP1 counter,-2,2,2,-7,-1,7,1,-6
procasp7 counter,-11,-3,2,0,-1,-6,-4,-6
HCV core dimer,-17,-2,-2,1,-4,30,0,-1
Efflux pump inh,-0.1,-0.1,-0.2,0.0,-0.1,-0.2,-0.1,-0.1

9) CCSc1nnc(-c2ccc(S(=O)(=O)N3CCCC3)cc2)n1C
10) Cc1cc(=O)[nH]c(SCc2cccc(F)c2)n1
11) Cc1cc(C)c(S(=O)(=O)N2CCCCCC2)cc1Br
12) CC(=O)OCc1cc2cccc(C)c2[nH]c1=O
13) O=C1CCCC2=C1C(c1cccc(Br)c1)n1nc(-c3ccco3)nc1N2 (stereo unspecified)
14) O=C1Cc2ccccc2Sc2c(OCCN3CCCCC3)cccc21
15) Cc1ccc(Nc2c(-c3ccccc3O)nc3ncccn23)cc1
16) COc1ccc(NC(=O)/C(C#N)=C/c2ccc3c(c2)n(C)c(=O)n3C)cc1

Compound,9,10,11,12,13,14,15,16
TPT1 inhibitor,1,4,-3,-2,-2,1,1,4
procasp3 activ,-8,1,-6,3,-12,1,-2,-11
GASC-1 inh,-7,-2,-1,-8,-1,-2,34,1
PP5 inh,0.3,1.4,-0.3,-1.5,1.9,2.1,4.5,-7.6
CTSL1 counter,3,5,-5,-2,8,-2,4,-1
PP1 counter,-2,-2,-1,0,6,1,3,4
procasp7 counter,-4,-4,-2,2,-25,11,2,2
HCV core dimer,-7,2,9,7,6,-16,-4,4
Efflux pump inh,-0.1,0.2,0.0,0.0,-0.2,0.0,0.1,0.0

17) O=C(Cc1ccc([N+](=O)[O-])cc1)Nc1ccc2c(c1)CCC2
18) O=C(COc1cccc(NC(=O)c2cccs2)c1)c1ccc(F)cc1
19) N#Cc1cc(C#N)c(N2CCN(c3cccc(Cl)n3)CC2)nc1N
20) Cc1ccc(CSc2nnc(Nc3ccc(C)cc3)s2)cc1
21) CC(C)(C)N(Cc1ccccc1)C(=O)COC(=O)CCc1c[nH]c2ccccc12
22) COc1ccccc1CCC(=O)NCCCn1ccc2ccccc21
23) CC(C)Cc1nc(SCC(=O)N2CC(C)OC(C)C2)c2c(=O)n(C)c(=O)n(C)c2n1 (stereo unspecified)
24) C=CCOc1ccc(/C=N/n2nnnc2N)cc1OC

Compound,17,18,19,20,21,22,23,24
TPT1 inhibitor,-1,0,3,2,1,2,0,-4
procasp3 activ,-2,2,-4,-2,0,1,3,1
GASC-1 inh,-14,-16,-3,-6,4,-18,-5,0
PP5 inh,1.8,3.8,4.8,7.4,3.7,4.7,0.2,-1.3
CTSL1 counter,-2,-2,5,1,-2,-10,0,-2
PP1 counter,2,0,0,8,5,6,2,-3
procasp7 counter,0,8,-14,-8,-1,9,13,-8
HCV core dimer,17,0,3,7,7,-3,-2,5
Efflux pump inh,0.0,-0.1,0.2,0.0,-0.7,-0.1,0.0,0.0

25) COc1ccc(C2COc3cc(O)ccc3C2)c(OC)c1O (stereo unspecified)
26) CCN(CC)C(=O)Oc1ccc2ccccc2c1Cl
27) O=[N+]([O-])c1cccc(OCCCN2CCC(Cc3ccccc3)CC2)c1
28) COc1ccc(/C=C2/SC(=S)N(CCC(=O)N3CCN(C)CC3)C2=O)cc1
29) COc1cc(/C=N/NC(=O)CSc2cc(C)c(Br)cc2C)ccc1O
30) Cc1c(NC(=O)C(C)OC(=O)CNC(=O)c2ccccc2)c(=O)n(-c2ccccc2)n1C (stereo unspecified)
31) COc1cccc(CC(=O)Nc2cc(S(=O)(=O)N3CCOCC3)ccc2N2CCN(C)CC2)c1
32) Cc1csc(NC(=O)C2C3C=CC(C3)C2C(=O)O)n1 (stereo unspecified)

Compound,25,26,27,28,29,30,31,32
TPT1 inhibitor,-2,-3,1,2,-3,1,x,2
procasp3 activ,6,-7,4,-12,-10,9,15,0
GASC-1 inh,-4,-2,0,-45,2,-14,1,0
PP5 inh,-0.4,3.0,0.7,5.0,1.2,2.7,1.5,0.3
CTSL1 counter,-1,2,2,-2,5,6,x,0
PP1 counter,-5,1,4,-1,2,-2,1,1
procasp7 counter,1,-4,-11,-23,15,-9,0,-10
HCV core dimer,-2,-8,-7,5,4,-5,x,2
Efflux pump inh,-0.2,-0.2,0.1,-0.1,-0.1,-0.2,-0.1,0.0

# As entered above.
# no. 28 in GASC-1 inh reads -45
# no. 25 in GASC-1 inh reads -4
# no. 27 in HCV core dimer reads -7
# no. 30 in CTSL1 counter reads 6
# no. 32 in GASC-1 inh reads 0

# Further records
33) CC(C)(C)NC(=O)C(c1ccc(O)cc1)N(C(=O)CCC(=O)Nc1nccs1)c1cccc(F)c1 (stereo unspecified)
34) O=C(CC1CS(=O)(=O)CC1CC(=O)Nc1ccc2c(c1)OCCO2)Nc1ccc2c(c1)OCCO2 (stereo unspecified)
35) CN(C)S(=O)(=O)c1cccc(NC(=O)c2ccc(Sc3nncn3C)c([N+](=O)[O-])c2)c1
36) O=C(NCCCN1CCOCC1)c1cc2c(=O)[nH]c3ccccc3c2s1
37) NC(=S)N/N=C/c1ccc2cccc(OCc3ccccc3)c2n1
38) O=C(COc1ccc2c3c(c(=O)oc2c1)CCCC3)N1CCN(c2ccc(F)cc2)CC1
39) COC(=O)c1ccccc1NC(=O)C1CCCN(c2nnc(-n3cccc3)s2)C1 (stereo unspecified)
40) O=C1CCc2cc(S(=O)(=O)NCCC(=O)N3CCN(c4cccc(Cl)c4)CC3)ccc2N1

Compound,33,34,35,36,37,38,39,40
TPT1 inhibitor,2,2,1,2,0,0,2,2
procasp3 activ,2,5,-3,2,5,2,10,-1
GASC-1 inh,5,-5,-12,-58,-5,-20,-9,x
PP5 inh,-0.5,-0.5,-1.1,3.4,3.7,-1.4,2.4,0.4
CTSL1 counter,-3,4,4,2,18*,0,0,-5
PP1 counter,2,-3,1,9,10,-2,2,-6
procasp7 counter,5,-3,-1,12,-6,-1,10,12
HCV core dimer,-2,6,1,2,-4,3,45,-2
Efflux pump inh,-0.1,0.0,0.3,0.0,0.0,-0.4,0.1,0.2

41) CCn1nc(C(=O)OC(C(=O)c2c[nH]c3ccccc23)c2ccccc2)c2ccccc2c1=O (stereo unspecified)
42) CN(CCOC(=O)c1cccc(F)c1)Cc1ccccc1
43) COc1ccc2o/c(=N\O)c(C(=O)Nc3ccccc3OC)cc2c1
44) CC(C)C[C@H](NC(=O)c1nc[nH]c1C(=O)N1CCC(C)CC1)C(=O)OCc1ccccc1
45) O=C(C1CCCN(S(=O)(=O)c2cnc[nH]2)C1)N1CCN(c2ccc(Cl)cc2)CC1 (stereo unspecified)
46) COc1ccc(NCCNc2ccc(OC)cc2)cc1
47) O=C(Cc1nn[nH]n1)Nc1ccc(F)cc1F
48) Cc1[nH]c2ccccc2c1C(c1ccncc1)N1CCCCC1 (stereo unspecified)

Compound,41,42,43,44,45,46,47,48
TPT1 inhibitor,1,-5,162*,2,1,2,-1,-1
procasp3 activ,13,7,-9,4,7,0,1,-2
GASC-1 inh,-7,-1,0,9,-1,5,-17,-10
PP5 inh,7.0,1.5,1.1,2.7,2.4,2.3,-0.8,0.6
CTSL1 counter,-4,0,-3,4,-3,0,-2,4
PP1 counter,0,-2,-6,3,-9,-4,-2,12
procasp7 counter,2,-2,-11,3,9,2,-1,-2
HCV core dimer,9,-4,6,6,-3,-6,3,-4
Efflux pump inh,0.3,-0.1,0.1,0.0,0.1,0.1,-0.1,-0.2

49) CC1CCN(c2nncc3ccccc23)CC1
50) Cc1c(C(=O)NCc2cccnc2)oc2ccc(S(=O)(=O)N3CCCCC3)cc12
51) CCOC(=O)c1nnn(-c2nc(OC)nc(N3CCCC3)n2)c1-c1ccccc1
52) COc1ccc2oc(C(=O)Nc3ccccn3)c(C)c2c1
53) C=CC[C@@H](CC(=O)N(CCO)Cc1ccccc1)C(=O)N[C@H](COC(=O)[C@@H](CC=C)Cc1ccc(F)cc1)Cc1ccccc1
54) CCOc1ccc(OCCSc2nc(N)cc(=O)[nH]2)cc1
55) Cn1c(C(=O)NCc2ccccn2)cc2c(=O)n3ccccc3nc21
56) CCOc1c(C(N)=O)c(-c2ccccc2)c2c(=O)[nH]c3ccccc3n12

Compound,49,50,51,52,53,54,55,56
TPT1 inhibitor,-3,-1,-3,1,x,-3,-1,-2
procasp3 activ,4,5,4,-8,-4,4,2,7
GASC-1 inh,-5,u,-2,2,-2,-1,i,-1
PP5 inh,-2.3,0.2,0.7,2.0,x,2.3,2.3,0.1
CTSL1 counter,-1,-1,0,1,x,0,1,-1
PP1 counter,1,1,-4,2,x,1,-2,2
procasp7 counter,-7,-3,4,2,-2,2,1,10
HCV core dimer,-3,0,12,27,x,-3,-2,4
Efflux pump inh,0.0,0.0,0.0,3.7,-0.1,0.0,-0.2,-0.2

# Compound activity (PubChem)
